ELG1 repair inh – qHTS screen for small molecules that inhibit ELG1-dependent DNA repair in human embryonic kidney (HEK293T) cells expressing luciferase-tagged ELG1; HEK293T ELG1-luciferase reporter, luminescence, 16 h; DNA damage induced by 5-fluorouridine; Potency, µM (series often up to 46.1 µM), for inactives: at the highest dose activity change, negative = inhibition, hits mostly inhibitors; hit rate 2.3% among 330,000; also: potency is read from the fitted curve at half-maximal effect; % is scaled to controls: 0 for no effect and ±100 for the full control effect; nearly all actives have a fitted effect of over 55% in size
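Reporter activity after DNA damage by 5-fluorouridine is monitored. Compound-treated cells incubate 16 hr at 37 °C, then ONE-Glo is added for 30 min before luminescence reading.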
TCR act – Activators of T cell receptors: qHTS campaign. 330,000 tested, under 10 active. primary human leukocytes, anti-CD3, IL-2 HTRF, 48 h. Potency, µM (highest dose often 9.22 µM), without a hit: top-dose activation of IL-2 secretion, usual class: activators; also: % of control where 0% means no effect
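Compounds are tested in HTS on primary human leukocytes co-incubated with a-CD3 beads for 48 hr. IL-2 output is measured by time-resolved FRET.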
p53 reactivation – qHTS assay for re-activators of p53 using a Luc reporter; hit rate 0.063% among 320,000; H1299 p53-A138V BP100-luciferase reporter, luminescence, 24 h; Potency, µM (series often up to 92.2 µM), for the others: at the highest dose activity change, positive = activation, most hits filed as activators; also: potency is read from the fitted curve at half-maximal effect; % of control where 0% means no effect; nearly all actives have a fitted effect of over 45% in size
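p53-null H1299 cells stably carrying temperature-sensitive p53-A138V and a BP100-luciferase reporter were pinned with compounds (4-point, 1:5 series) and held 24 hrs at 37 deg C. Luminescence was read 10 min after detection reagent.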
BRCA1 expr act – qHTS Assay to Identify Small Molecule Activators of BRCA1 Expression | MCF7-BRCA1-FFLuc reporter, luminescence, 48 h; response scale: scaled: vehicle 0%, 10 µM genistein 100% | Potency, µM (doses to about 46.1 µM), inactives show at the highest dose activation, hits mostly activators | AID 624202, 2012 | hit rate 1.1% among 380,000; also: potency is read from the fitted curve at half-maximal effect; nearly all actives have a fitted effect of over 80% in size; some results filed as inactive show a strong effect at the top dose
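Luminescence from a BRCA1-driven firefly luciferase in MCF7 cells was the read-out, taken 15 min after substrate addition following 48 h compound exposure at 37 °C. Data were normalized to a 10 microM genistein control and DMSO vehicle.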
AT treatment – qHTS Assay for Identifying a Potential Treatment of Ataxia-Telangiectasia | […] A-T fibroblasts, KAP-1 phosphorylation AlphaLISA; neocarzinostatin DNA damage 30 min before lysis | hit rate 0.19% among 320,000 | Potency, µM (doses to about 57.5 µM), without a hit: top-dose activation, most hits filed as activators; also: potency is read from the fitted curve at half-maximal effect; % of control where 0% means no effect; nearly all actives have a fitted effect of over 45% in size
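hTERT-immortalized A-T patient fibroblasts ([…]), 500 cells/well in OPTI-MEM, 1% FBS, got compounds for 60 min, then NCS for 30 min at 37C. Lysates were then assayed for phospho-KAP-1 by AlphaLISA (anti-pKAP1 donor, anti-KAP1 acceptor beads), 6 hr at 25C.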
TSG101-PTAP inh – qHTS Assay for Iinhibitors of HIV-1 Budding by Blocking the Interaction of PTAP/TSG101; Tumor susceptibility gene 101 protein (Homo sapiens), Q99816; Fluorescence polarization, FITC-PTAP peptide / Tsg101 binding; Potency, µM (series often up to 115 µM), for inactives: top-dose activity change, negative = inhibition, actives largely listed as inhibitors; 340,000 tested, under 10 active; AID 493005, 2010; active = well fitted inhibition curve with a large enough effect in the main read-out, with a control signal flat, not every such curve was filed as active; inconclusive = small, poorly fitted or top-dose-only effect, or effect the other way, or a change in a side signal; inactive = no such curve, though single readings can be large or run the other way; also: potency is read from the fitted curve at half-maximal effect; % of control where 0% means no effect
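Compounds were pin-transferred onto Tsg101 binding domain (10 uM final) in HEPES pH 7.5 buffer, then FITC-PTAP peptide was added at 50 nM final. After 20 min at RT, polarization reported peptide displacement across a qHTS concentration series.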
Integrin act MD – qHTS for Activators of Integrin-Mediated Alleviation for Muscular Dystrophy; alpha7betagal myoblasts, beta-gal FDG fluorescence, 48 h; Potency, µM (highest dose often 38.3 µM), for the others: top-dose activation, most hits filed as activators; hit rate 0.064% among 350,000; AID 624291, 2012;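 also: potency is read from the fitted curve at half-maximal effect; 100% = response of the positive control SU9516; nearly all actives have a fitted effect of over 60% in size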
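alpha7betagal+/- myoblasts (passage 13, 250/well) treated 48 h at 37C with compounds at 1:260 dilution of DMSO stock. Lysed, then beta-galactosidase activity read as FDG fluorescence (ex 480/em 540) after 30 min, with pre-read for autofluorescence.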
CXXC DNA block – qHTS Fluorescence Polarization Assay for Inhibitors of MLL CXXC domain - DNA interaction. Histone-lysine N-methyltransferase 2A (Homo sapiens), Q03164. MLL-CXXC / FITC-HOXA9 DNA fluorescence polarization. Potency, µM (series often up to 115 µM), for the others: top-dose activity change, negative = inhibition, most hits filed as inhibitors. hit rate 0.037% among 290,000; active = well fitted inhibition curve with a large enough effect in the polarisation, with a control signal flat, not every such curve was filed as active; inconclusive = small, poorly fitted or top-dose-only effect, or effect the other way, or a change in a side signal; inactive = no such curve, though single readings can be large or run the other way; the % refers to the polarisation; also: potency is read from the fitted curve at half-maximal effect
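Purified MLL-CXXC (added from a 7 uM solution) was preincubated 5 min at ambient with pinned compounds in 50 mM Tris-HCl pH 7.5, 50 mM NaCl, 1 mM DTT, 0.05% BSA. Fluorescein-labeled HOX-A9 DNA (50 nM solution) followed, 30 min, then polarization read.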
B2AR arrestin – qHTS assay of beta-arrestin-biased ligands of beta2-adrenergic receptor | beta-arrestin recruitment to beta2AR, cell-based reporter | AID 492947, 2010 | Potency, µM (doses to about 46.1 µM), for inactives: at the highest dose activation, most hits filed as activators | hit rate 0.02% among 330,000;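 also: potency is read from the fitted curve at half-maximal effect; 0% = DMSO controls and full agonism = EC100 isoproterenol or metaproterenol; nearly all actives have a fitted effect of over 65% in size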
TRPV1 ag – HTS Assay for Compounds that Act as Agonists of the Vanilloid Receptor 1 | activation, % at 8.33 µM | TRPV1-expressing cells, Fluo-8 calcium influx, agonist mode | hit rate 0.19% among 320,000; in the data active = activation above about 80%; inconclusive = between about 30% and that limit; also: 0% is about no effect
Target sequence (Q8NER1 whole entry, looked up): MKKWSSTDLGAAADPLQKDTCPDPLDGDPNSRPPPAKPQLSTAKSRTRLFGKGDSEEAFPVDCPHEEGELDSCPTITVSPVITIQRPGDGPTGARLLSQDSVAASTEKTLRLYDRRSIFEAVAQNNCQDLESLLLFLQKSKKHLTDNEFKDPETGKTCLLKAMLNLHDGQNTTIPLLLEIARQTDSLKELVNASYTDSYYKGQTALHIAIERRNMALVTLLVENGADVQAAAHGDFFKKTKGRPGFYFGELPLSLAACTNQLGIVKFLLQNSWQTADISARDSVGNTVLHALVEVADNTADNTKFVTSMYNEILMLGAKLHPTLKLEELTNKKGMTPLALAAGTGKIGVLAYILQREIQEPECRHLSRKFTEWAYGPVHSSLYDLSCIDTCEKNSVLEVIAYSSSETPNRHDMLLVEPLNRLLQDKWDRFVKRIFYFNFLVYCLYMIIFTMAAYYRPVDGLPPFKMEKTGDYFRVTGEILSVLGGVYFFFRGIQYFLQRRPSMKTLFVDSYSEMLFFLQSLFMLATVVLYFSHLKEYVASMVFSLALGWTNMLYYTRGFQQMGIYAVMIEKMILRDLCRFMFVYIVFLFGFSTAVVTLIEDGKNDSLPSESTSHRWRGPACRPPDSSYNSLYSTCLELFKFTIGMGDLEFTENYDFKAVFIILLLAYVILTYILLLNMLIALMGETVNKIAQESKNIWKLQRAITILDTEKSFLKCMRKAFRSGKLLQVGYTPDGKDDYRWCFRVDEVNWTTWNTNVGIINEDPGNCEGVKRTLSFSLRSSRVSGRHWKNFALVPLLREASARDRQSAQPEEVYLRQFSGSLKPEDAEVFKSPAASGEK
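Cells expressing TRPV1 were dye-loaded with Fluo-8 and read kinetically: 10 s baseline, 3 min after compound (agonist portion), then 2 min after EC20 capsaicin (allosteric enhancer portion). Calcium-bound dye fluorescence at 480/520 nm.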
* hit, by the source's call; u = inconclusive; x = no result given; [ ] = remark or other dose. Unless noted, calls follow the shape of the dose curve; as a rule, active = well fitted curve in the direction sought with a large enough effect; inconclusive = small, poorly fitted or top-dose-only effect, or another doubt; inactive = no such curve, though single readings can be large; an effect the other way counts as inactive or inconclusive.

SMILES | ELG1 repair inh | TCR act | p53 reactivation | BRCA1 expr act | AT treatment | TSG101-PTAP inh | Integrin act MD | CXXC DNA block | B2AR arrestin | TRPV1 ag
Cc1ccnc(NC(=O)c2ccc(Cl)s2)c1 | u | 5% | u | u | 1% | -1% | 5% | 25% | 0.4% | 6
COc1cc(C(=O)NCC(c2ccco2)N2CCc3ccccc3C2)cc(OC)c1OC (configuration not stated) | -23% | 4% | -1% | -22% | 2% | -4% | -10% | x | -0.7% | 1
Cc1ccc(C)c(N2CCN(C(=O)Cc3ccc(NC4=NC5CS(=O)(=O)CC5S4)cc3)CC2)c1 (configuration not stated) | -16% | 7% | -9% | 4% | -9% | -4% | -27% | x | -0.2% | -1
Cc1ccc(N(C(=O)Cc2cccs2)C(C(=O)NC2CCCC2)c2ccncc2)cc1 (configuration not stated) | -1% | -3% | -3% | -19% | 3% | -9% | -23% | 32%[activator] | -0.7% | 18
N#Cc1cccc(NC(=O)CNc2cc(S(=O)(=O)N3CCOCC3)ccc2N2CCCC2)c1 | u | 5% | -12% | -14% | 1% | -3% | -1% | x | 0.4% | 30
OCc1cc(CO)c(O)c(CCc2ccccc2)n1 | 4% | 4% | 5% | -39% | x | -7% | 12% | -13% | -0.6% | -2
O=C(N/C(=C/c1ccccc1Cl)C(=O)N1CCCCC1)c1ccco1 | x | -2% | x | -33% | x | -11% | 1% | x | x | x
COc1ccc(CC2(CO)CCN(Cc3cccc(OC)c3OC)CC2)cc1 | -4% | -9% | 9% | -5% | 1% | 0% | -41% | 6% | -0.3% | 1
CC(NC(=O)CC(O)(C(F)(F)F)C(F)(F)F)c1ccccc1 (configuration not stated) | 9% | 6% | 11% | 19% | -2% | -8% | -28% | -5% | -0.3% | 1
CCS(=O)(=O)N1CCN(c2c(Cl)cccc2[N+](=O)[O-])CC1 | -26% | 4% | -1% | 0% | 3% | -5% | 0% | -1% | -1.0% | 2
COc1cc(OC)c(OC)cc1CNCCNC(=O)c1nonc1N | 0% | -1% | 2% | -2% | 4% | -3% | u | -4% | 0.4% | 3
O=C(Nc1ccc(Cl)cn1)c1ccc2ccccc2n1 | u | -2% | 20% | 18% | 4% | -3% | 0% | 8% | -1.1% | -1
CC1(C(=O)OCC(=O)NCc2ccc(Cl)cc2)CC1(Cl)Cl (configuration not stated) | -1% | -1%[46.1 µM] | -2% | -8% | 16% | -3% | 0% | x | -0.1% | x
COc1ccccc1C(=O)NCC(=O)N/N=C/c1cc(Br)ccc1OC(=O)/C=C\c1ccco1 | -24% | 2%[46.1 µM] | 11% | -51% | 1% | -4% | 0% | 16% | 0.1% | 5
COc1ccc(NS(=O)(=O)c2cc(NC(=O)CC3CCCC3)ccc2N2CCOCC2)cc1 | u | -2% | -11% | -35% | 9% | -2% | -16% | -1% | -0.5% | 11
CC1C(=O)C(C)(C)C(=O)OC1c1ccc([N+](=O)[O-])cc1 (configuration not stated) | -4% | 8% | 2% | -14% | 7% | -3% | -18% | -25% | -0.1% | 20
COC(=O)c1cccc(NC(=O)CSc2nc(O)c(-c3ccccc3)c(=O)[nH]2)c1 | -18% | 7% | 12% | -1% | 1% | -4% | 10% | 3% | -0.2% | 0
CCOCCCNC(=S)N(Cc1ccco1)Cc1cc2cc3c(cc2[nH]c1=O)OCCO3 | u | -3% | 1% | -14% | -5% | -3% | -8% | 1% | -0.5% | 7
COc1cccc(/C=N/Nc2cc(C)nc(-c3ccccc3O)n2)c1O | 5.8µM* | -4% | 3% | -55% | 1% | -4% | -58%[inhibitor] | -17% | 0.2% | 2
COC(=O)C(C)Sc1nnc(SC(C)C(=O)OC)s1 (configuration not stated) | 6% | -4% | 12% | -30% | 0% | -1% | -5% | -3% | 1.0% | 0
CC1CCCN(Cc2c(O)ccc3c(=O)c(-c4nc5ccccc5s4)c(N)oc23)C1 (configuration not stated) | 4% | -2% | -4% | -82% | 0% | 0% | -39% | u | -0.1% | 15
COc1cc(-c2nnn(CC#N)n2)ccc1OCc1ccccc1 | u | 4% | 7% | 86% | 2% | -2% | -9% | -3% | -0.8% | -6
Cc1ccc(C(=O)N2CCN(c3ccccc3Cl)CC2)cc1[N+](=O)[O-] | u | 2% | 1% | -27% | 6% | -1% | 0% | 4% | -1.6% | u
CCOc1ccccc1N(CC(=O)NC1CCCCC1)C(=O)CCC(=O)Nc1nccs1 | -11% | -6% | -6% | -23% | 8% | -3% | -8% | 0% | -0.1% | -2
Oc1ccc(N=Cc2ccc(OCc3ccccc3)cc2)cc1 | u | 0% | 8% | -55% | 24% | 1% | 7% | -8% | u | 1

Reprinted at random: 6 entries already listed
SMILES | ELG1 repair inh | TCR act | p53 reactivation | BRCA1 expr act | AT treatment | TSG101-PTAP inh | Integrin act MD | CXXC DNA block | B2AR arrestin | TRPV1 ag
COc1ccc(NS(=O)(=O)c2cc(NC(=O)CC3CCCC3)ccc2N2CCOCC2)cc1 | u | -2% | -11% | -35% | 9% | -2% | -16% | -1% | -0.5% | 11
COC(=O)c1cccc(NC(=O)CSc2nc(O)c(-c3ccccc3)c(=O)[nH]2)c1 | -18% | 7% | 12% | -1% | 1% | -4% | 10% | 3% | -0.2% | 0
O=C(N/C(=C/c1ccccc1Cl)C(=O)N1CCCCC1)c1ccco1 | x | -2% | x | -33% | x | -11% | 1% | x | x | x
CC1CCCN(Cc2c(O)ccc3c(=O)c(-c4nc5ccccc5s4)c(N)oc23)C1 (configuration not stated) | 4% | -2% | -4% | -82% | 0% | 0% | -39% | u | -0.1% | 15
COc1ccccc1C(=O)NCC(=O)N/N=C/c1cc(Br)ccc1OC(=O)/C=C\c1ccco1 | -24% | 2%[46.1 µM] | 11% | -51% | 1% | -4% | 0% | 16% | 0.1% | 5
COc1cc(C(=O)NCC(c2ccco2)N2CCc3ccccc3C2)cc(OC)c1OC (configuration not stated) | -23% | 4% | -1% | -22% | 2% | -4% | -10% | x | -0.7% | 1

Additional records follow:
SMILES | ELG1 repair inh | TCR act | p53 reactivation | BRCA1 expr act | AT treatment | TSG101-PTAP inh | Integrin act MD | CXXC DNA block | B2AR arrestin | TRPV1 ag
O=C1C(N2CCOCC2)=C(n2nnc3ccccc32)C(=O)c2ccccc21 | 2.6µM* | 8% | -12% | -74% | x | -8% | -54%[inhibitor] | -15% | -1.6% | -5
COC(=O)C(C)Oc1ccc2c(c1)O/C(=C\c1ccco1)C2=O (configuration not stated) | 1% | 0% | 3% | 11% | -12% | 2% | 11% | 2% | 0.0% | 19
Cc1ccc(-n2c(SCC(=O)O)nc3sc4c(c3c2=O)C(C)CCC4)cc1 (configuration not stated) | 10% | 2% | -1% | -4% | -9% | -6% | -34% | 14% | 0.2% | -5
COc1ccc(NC(=O)CN(C)C(=O)C2CC(=O)N(CCc3ccc(OC)c(OC)c3)C2)cc1 (configuration not stated) | x | -5% | x | -2% | x | -5% | 13% | x | x | x
CNCC(O)COc1ccccc1 (configuration not stated) | -8% | 2% | 3% | 3% | 1% | -13% | 13% | 18% | 0.4% | 1
COc1ccc(NC(=O)C(OC(=O)Cn2cnc3c2c(=O)n(C)c(=O)n3C)c2ccccc2)cc1Cl (configuration not stated) | x | -10% | x | 21% | x | -6% | -1% | x | x | x
CC(C)(C)NC(=O)NC(=O)COC(=O)c1ccc(OC(F)F)cc1 | -5% | 0%[46.1 µM] | 8% | -2% | 1% | -2% | 4% | 1% | 0.4% | 1
CCOC(=O)C1(O)CSc2nc3sc(C(=O)O)c(C)c3c(=O)n21 (configuration not stated) | -6% | -1% | -2% | 19% | 3% | -4% | 2% | -1% | -0.4% | 6
COc1ccc(C(c2nnnn2C2CCCC2)N2CCN(C(=O)c3ccco3)CC2)cc1OC (configuration not stated) | 12% | -4% | 0% | -1% | 3% | 0% | 7% | 1% | 0.4% | 1
COc1ccc(-c2nnc(SCC(=O)NC3CCCCC3)n2N)cc1 | 13% | 7% | -4% | 8% | -4% | -1% | 0% | x | -0.2% | -1
COC(=O)c1cc(=O)n2c(sc3ccccc32)c1C#N | 6% | 6% | -7% | 0% | -1% | -2% | 0% | 19% | 7.7% | 0
CCc1cccc(CC)c1N(COC)C(=O)Cn1ccccc1=N | 1% | -2% | -10% | -16% | -1% | -4% | 11% | -5% | -0.2% | 0
COc1ccc(-c2nc3ccccc3c(=O)n2CCOc2c(C)cccc2C)cc1 | -7% | -5%[46.1 µM] | 5% | -39% | -2% | -3% | 18% | 15% | -0.4% | 1

Source: PubChem BioAssay (National Center for Advancing Translational Sciences (NCATS))
